# Source: PubChem (several laboratories)
# Hep lipid drop = modulators of hepatic lipid droplet formation. actives 0.4% (n = 240,000). AML12 mouse hepatocytes, oleate lipid droplets, BODIPY imaging. inhibition, % at 6.5 µM;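 active = lipid droplet intensity inhibited by at least 50%, with more than 500 cells counted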
#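 Material – mouse AML12 hepatocyte cell line, fixed after treatment · Compound dosing – one dose, 6.5 µM compound · Times – compound with oleate, overnight · Measured by – Image-based BODIPY and DAPI two-channel analysis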
# P. falciparum M17LAP = P. falciparum M17LAP inhibitors, primary screen, biochemical, fluorogenic H-Leu-NHMec substrate, 1536-well (AID 1619). inhibition, % at 30 µM, or IC50 in µM where a hit was titrated. actives 0.38% (n = 220,000). recombinant M17LAP, H-Leu-NHMec fluorogenic kinetic assay; higher % means a stronger effect;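 active = compound inhibiting the enzyme by more than half at any dose during confirmatory dose-response retesting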;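 also: plate controls were full reaction with DMSO carrier for no effect and no enzyme background for full effect; strong numbers were not always called active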
# AID2073 = inhibitors of Mint1-CaV2.2 protein interaction, biochemical, HTRF (AID 2073). HTRF protein-protein interaction, Mint1-CaV2.2; higher % means a stronger effect. inhibition, % at 20 µM, or IC50 in µM where a hit was titrated. actives 0.19% (n = 290,000); in the data active = inhibition mostly above about 51%, no sharp cut-off; also: some results filed as inactive read as strong as hits
# ER stress rescue = rescue of cells from ER stress-induced death, primary screen, 384-well, CSM14.1, thapsigargin, ATP luminescence (AID 1222) | CSM14.1 thapsigargin-induced death rescue, ATP luminescence; higher % means a stronger effect | one-dose cellular ATP content (survival), % at 20 µM; EC50 in µM for titrated hits | 190,000 tested, under 10 active;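 active = EC50 below 50 µM in the dose-response confirmation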;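 also: death triggered by thapsigargin at about 15 µM added after 2 h compound pretreatment; cell ATP read after overnight thapsigargin exposure of roughly 18 to 22 hours; normalized against plate controls of thapsigargin alone and 5% DMSO vehicle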
# XIAP displacement = small molecules displacing peptide from XIAP – biochemical, IAP family, fluorescence polarization (AID 1018). displacement, % at 20 µM, or IC50 in µM where a hit was titrated. actives 0.007% (n = 200,000). XIAP BIR domain, fluorescence polarization peptide displacement; higher % means a stronger effect; in the data active = displacement above about 50%; also: a part of the inactive calls stands beside numbers as strong as those of hits
# NOD2 inhibition = inhibition of NOD2-driven NF-kB reporter – cell-based, luminescence, uHTS, HEK293 (AID 1566); HEK293 NOD2/NF-kB luciferase reporter, luminescence; higher % means a stronger effect; inhibition, % at 4 µM; hits with a dose series show EC50 in µM; actives 0.63% (n = 290,000); also: many of its hits are not listed in these tables
# SIAH1 antagonists = Siah-1 peptide-binding antagonists, primary screen, biochemical, fluorescence polarization, rhodamine-plectin, uHTS (AID 1817). Siah-1 / rhodamine-plectin peptide fluorescence polarization; higher % means a stronger effect. displacement, % at 20 µM; hits with a dose series show IC50 in µM. actives 0.02% (n = 290,000);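 active = displacement of at least 50% at 20 µM, with a fluorescence ratio check between 0.3 and a set limit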;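 also: plate controls were Siah plus tracer with DMSO for no effect and tracer alone without Siah for full effect; strong numbers were not always called active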
# P. falciparum M1AAP = P. falciparum M1AAP inhibitors, biochemical, fluorogenic H-Leu-NHMec substrate, 1536-well (AID 1445); actives 0.42% (n = 220,000); one-dose inhibition, % at 30 µM; IC50 in µM for titrated hits; recombinant M1AAP, H-Leu-NHMec fluorogenic kinetic assay; higher % means a stronger effect;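 active = primary inhibition above the hit cutoff, then over 50% inhibition at one or more dose response concentrations, cut at about 23% in these data, passing the limit was not always enough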;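 also: plate controls were DMSO full reaction for no effect and no enzyme background for full effect; strong numbers were not always called active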
# LYP inhibition = inhibitors of LYP phosphatase, biochemical, fluorescence intensity, uHTS (AID 1779); recombinant LYP phosphatase, fluorescence intensity; higher % means a stronger effect; inhibition, % at 11.5 µM, or IC50 in µM where a hit was titrated; actives 0.054% (n = 290,000);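 also: plate controls were vehicle with enzyme for no effect and no enzyme for full effect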
# Hep lipid drop cells 6.5 µM = further read-out of Hep lipid drop, marked with its call; cell count; measured here: cell count, cytotoxicity flag;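 cells counted across two imaged fields per well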
# An asterisk follows results filed as active; / = no result given. Rule as the data show it, unless noted: active = inhibition above about 50%; inactive = the rest. These rows are one share of the data; count on the stated rates, not on these rows.
structure | Hep lipid drop | P. falciparum M17LAP | SIAH1 antagonists | Hep lipid drop cells 6.5 µM | NOD2 inhibition | P. falciparum M1AAP | ER stress rescue | LYP inhibition | XIAP displacement | AID2073
CCOC(=O)CSc1nc(-c2ccccc2)nc2c1oc1ccccc12 | / | -5.6% | 3.0% | / | 7.4% | -5.5% | -1.7% | 6.5% | -24.9% | 9.4%
COc1ccc(-c2cc(=O)[nH][nH]2)cc1 | -3.5 | 2.97µM* | -1.1% | 723 | -16.0% | 7.0% | 2.5% | -3.8% | -9.3% | -6.8%
O=[N+]([O-])c1ccccc1N/N=C1\CC2CC=CC12 (stereo not drawn) | 6.3 | -2.9% | 11.7% | 699 | -26.0% | 5.1% | 0.0% | 8.3% | -14.2% | -10.5%
O=C(Cc1cccs1)N(Cc1cccs1)C1(C(=O)NC2CCCC2)CCCCC1 | -7.0 | 1.5% | -1.5% | 790 | -59.2% | 1.6% | -2.4% | -1.2% | -2.2% | 3.3%
O=C(NCc1cccnc1)C1CCCN(S(=O)(=O)c2cccc3nsnc23)C1 (stereo not drawn) | -2.8 | 1.5% | 1.9% | 724 | 6.6% | 8.9% | 6.6% | -3.3% | -3.8% | -5.6%
COc1ccc(NS(=O)(=O)c2ccc(N3CCCC3)c(NC(=S)Nc3ccc(SC(F)F)cc3)c2)cc1 | -6.2 | 22.1% | -5.7% | 614 | 0.6% | 3.8% | -2.7% | -0.1% | 1.4% | -30.6%
CCOc1ccccc1N(CC(=O)Nc1cccnc1)S(C)(=O)=O | -3.8 | -2.6% | -3.7% | 759 | 8.7% | 9.3% | -0.6% | -7.6% | -4.1% | 7.8%
CCn1c(SCc2nc3ccccc3c(=O)[nH]2)nnc1C(C)NC(=O)c1ccccc1 (stereo not drawn) | -14.0 | 12.3% | -2.9% | 678 | 8.4% | 8.7% | -5.5% | -7.1% | -8.1% | -10.4%
C/C(=N/Nc1ncc(Br)cn1)c1ccc([N+](=O)[O-])cc1 | 3.0 | / | 1.3% | 843 | -1.0% | / | / | -8.5% | / | -7.4%
CCC(O)(c1ccccc1)C(CN1CCOCC1)c1ccccc1 (stereo not drawn) | -2.6 | / | 2.0% | 819 | 1.0% | / | / | -0.2% | / | -3.0%
O=C(CN1CCN(Cc2ccc3c(c2)OCO3)CC1)Nc1ccc(F)cc1 | -0.5 | 5.1% | -2.6% | 698 | -30.4% | 1.0% | -2.7% | -1.9% | -5.1% | 12.7%
O=C(C(=O)N1CCOCC1)c1cn(CC(=O)N2CCc3ccccc3C2)c2ccccc12 | 2.3 | 2.3% | 7.0% | 662 | -6.0% | 5.8% | -0.9% | -7.8% | -7.9% | 5.1%
CCOC(=O)COn1c(=O)c(-c2ccc(OC)c(OC)c2)[n+]([O-])c2ccccc21 | 5.1 | -2.1% | -3.9% | 781 | 2.8% | 3.0% | 0.3% | -5.4% | -2.1% | 3.0%
COc1cc(/C=N/NC(=O)CC2(C)OCCCO2)ccc1OCc1ccc(Cl)cc1Cl | 1.3 | -1.7% | -2.4% | 658 | -9.7% | 7.4% | -1.6% | 2.4% | -5.6% | -6.6%
COc1ccc(-c2csc(NC(=O)C3CC(=O)N(Cc4ccco4)C3)n2)cc1 (stereo not drawn) | 10.3 | 2.7% | 2.3% | 677 | 11.2% | 12.6% | 0.6% | -5.6% | -4.5% | 15.1%
O=C(Nc1ccccc1C(=O)Nc1cccnc1)c1ccccc1 | 1.7 | -2.1% | 4.2% | 662 | 18.9% | 2.8% | 1.8% | -0.5% | -4.9% | 14.2%
CCC(=O)NC(=S)Nc1ccc(-c2nc3ccccc3s2)cc1 | -1.2 | -11.6% | 3.5% | 693 | -113.6% | 1.3% | -1.6% | -4.0% | 0.0% | 55.6%
CCC(=O)Nc1cccc(NC(=O)c2cccnc2)c1 | / | 0.5% | -4.2% | / | 17.9% | 1.1% | -2.5% | -5.5% | -21.5% | 16.6%
O=S(=O)(c1cccc2ccccc12)N1CCCCC1 | -21.4 | / | 0.3% | 799 | -10.5% | / | / | -7.7% | / | -3.1%
C=CCN1C(=O)C(O)(CC(=O)c2ccco2)c2cc(Br)ccc21 (stereo not drawn) | -6.0 | 0.0% | 16.1% | 712 | 5.0% | 1.5% | -0.4% | -0.4% | -3.1% | -4.7%

# Reprinted from the part before: 3 entries, followed by the next part.
structure | Hep lipid drop | P. falciparum M17LAP | SIAH1 antagonists | Hep lipid drop cells 6.5 µM | NOD2 inhibition | P. falciparum M1AAP | ER stress rescue | LYP inhibition | XIAP displacement | AID2073
CCC(=O)Nc1cccc(NC(=O)c2cccnc2)c1 | / | 0.5% | -4.2% | / | 17.9% | 1.1% | -2.5% | -5.5% | -21.5% | 16.6%
O=S(=O)(c1cccc2ccccc12)N1CCCCC1 | -21.4 | / | 0.3% | 799 | -10.5% | / | / | -7.7% | / | -3.1%
C=CCN1C(=O)C(O)(CC(=O)c2ccco2)c2cc(Br)ccc21 (stereo not drawn) | -6.0 | 0.0% | 16.1% | 712 | 5.0% | 1.5% | -0.4% | -0.4% | -3.1% | -4.7%
Cc1ccc(-c2noc(C3CCCN(C(=O)c4cccc(Cl)c4)C3)n2)o1 (stereo not drawn) | -9.8 | / | 1.8% | 852 | -30.0% | / | / | -1.3% | / | 20.6%
COc1ccc(-c2noc(CCC(=O)NCCc3cccc(C)c3)n2)cc1 | 1.7 | -2.2% | 5.4% | 707 | 10.7% | 2.3% | 0.5% | -3.2% | -7.6% | -9.5%
CCOc1ccc(C(=O)NC(=S)Nc2cccnc2)cc1 | -6.3 | -0.3% | -2.6% | 451 | 16.7% | 4.7% | 2.7% | -8.7% | -2.0% | -7.9%
CCCC(=O)Nc1nc2ccc(OCC)cc2s1 | -8.1 | 0.9% | -1.5% | 646 | -63.0% | -1.2% | / | -4.9% | -7.7% | 10.3%
COc1ccc(C(C)=O)cc1CSc1ccc2c(c1)OCCO2 | -21.6 | / | -2.5% | 820 | -0.2% | / | / | -8.4% | / | -4.9%
O=S(=O)(c1ccccc1)N1CCN=C1SCc1ccc(Cl)c(Cl)c1 | -5.8 | -11.3% | -5.8% | 435 | -2.4% | -4.0% | 0.6% | 2.1% | -1.9% | 14.2%
CCOC(=O)CC(=O)c1[nH]c(C)c(C(=O)OCC)c1C | -4.3 | -1.4% | 0.7% | 695 | 9.0% | 1.6% | 0.7% | -5.1% | -5.7% | 0.3%
CC(=O)Nc1ccc(NC(=O)c2ccc(-n3c(C)ccc3C)cc2)cc1 | -0.3 | 6.7% | -3.7% | 649 | 8.5% | 5.3% | -2.8% | -4.4% | -8.1% | 6.6%
Cc1cc(NC(=O)CSc2nnc(CNc3ccc(F)cc3)n2C2CCCCC2)no1 | / | -6.1% | 0.3% | / | 18.5% | -3.1% | -1.1% | -0.3% | -3.1% | -0.4%
COc1ccc(S(=O)(=O)NCc2ccc3c(c2)cc(C)n3C)cc1 | / | 12.0% | 11.6% | / | 4.5% | 12.3% | 2.2% | -4.2% | 0.0% | 41.7%
O=C(c1cccc2ccccc12)N1CCN(c2ccccc2F)CC1 | / | 7.9% | -3.3% | / | -9.9% | -0.7% | 0.2% | 4.5% | -1.8% | 2.5%
Cc1oc2c(C)c3oc(=O)c(CCC(=O)N4C[C@H]5C[C@@H](C4)c4cccc(=O)n4C5)c(C)c3cc2c1C | / | / | 10.7% | / | 12.7% | / | / | -4.4% | / | 46.1%
Cc1occc1C(=O)Nc1cnn(CCCC(=O)O)c1 | -6.5 | / | 1.3% | 733 | -5.2% | / | / | -10.4% | / | -2.2%
CCN(CC)C(=S)NC(=O)Cc1ccccc1 | -3.7 | -12.4% | -0.4% | 720 | 7.0% | 9.0% | 0.5% | -7.6% | -8.1% | -13.6%
Cc1ccc(CCNC(=O)CCNS(=O)(=O)c2ccc3c(c2)oc(=O)n3C)cc1 | -2.4 | 8.7% | -1.0% | 738 | 7.0% | 4.3% | -0.2% | 2.1% | -16.9% | -3.5%
C/C(=C\c1ccco1)C1C(C#N)=C(N)OC2=C1C(=O)CC(C)(C)C2 (stereo not drawn) | -3.7 | 5.9% | -1.7% | 671 | 7.3% | -0.2% | / | 2.5% | -4.3% | 12.5%
CCN1CC(CN(C)Cc2nc(-c3ccc(OC)c4ccccc34)oc2C)CC1=O (stereo not drawn) | -0.8 | / | 7.0% | 678 | 1.1% | / | 7.2% | -3.7% | -0.6% | 16.5%
O=C(NCc1cccnc1)c1ccccc1NS(=O)(=O)c1ccccc1 | -7.6 | / | 4.7% | 637 | -13.6% | / | / | 2.5% | / | 29.5%
CCOc1ccc(N2C(=O)Nc3ccccc3C2(O)C(=O)NCc2ccc(OC)cc2)cc1 (stereo not drawn) | 3.0 | -1.7% | -1.5% | 687 | -1.3% | -0.7% | -0.5% | -1.4% | -4.0% | -1.4%
CCOc1cc(CNCCO)cc(Br)c1OCc1ccccc1Cl | / | 1.2% | -0.2% | / | 10.4% | 6.8% | -1.2% | 0.4% | -23.3% | -6.4%
Fc1ccc(NC(=S)N/N=C/c2ccc(F)c(F)c2)cc1 | -0.5 | 0.9% | -5.8% | 682 | -18.3% | 8.0% | -0.7% | 3.0% | -1.7% | -1.1%
COc1ccnc(Oc2ccc(F)cc2)c1C#N | -4.0 | -5.3% | -1.7% | 702 | -9.6% | -1.7% | 2.4% | -5.3% | -2.5% | 0.5%
Cc1ccc(-c2csc3ncnc(SCC(=O)NCc4ccc5c(c4)OCO5)c23)cc1 | / | -0.1% | -1.2% | / | 13.0% | 2.1% | 2.4% | -0.8% | -7.7% | 17.6%
C/C=C(\C)C(=O)NCCN1C2=NC[C@H](C(C)C)N2C[C@H]1Cc1ccc(O)cc1 | -10.7 | -1.6% | 0.3% | 697 | -22.5% | 0.2% | -2.6% | -6.9% | -1.6% | -10.1%
N#CCC1c2ccccc2CCN1C(=O)Nc1ccc(Cl)cc1 (stereo not drawn) | -2.4 | 16.2% | 6.1% | 684 | 7.8% | 1.0% | -1.0% | -5.5% | -1.9% | -0.7%
COC(=O)c1cccc(C(=O)N2CCC(CCC(=O)NCc3ccc(F)cc3)CC2)c1 | -3.4 | / | 8.0% | 739 | 6.9% | / | / | -13.1% | / | -2.3%
O=C(COC(=O)Cc1cccc(C(F)(F)F)c1)NCC1CCCO1 (stereo not drawn) | 6.2 | -6.1% | -0.6% | 618 | -4.2% | -1.1% | / | -2.2% | -4.3% | 3.0%
C/C(Cc1ccccc1)=N\NC(=O)CNC(=O)c1ccccc1Br | 9.2 | 5.1% | 5.5% | 620 | 4.3% | 7.8% | 1.3% | -7.3% | -2.0% | 1.4%
COc1cc(-c2nnc(SC/C=C/c3ccccc3)n2N)cc(OC)c1OC | / | -0.4% | 2.3% | / | -14.5% | 0.3% | -1.0% | -8.3% | -1.8% | -5.1%
Cc1ccc(C(=O)OCC(=O)Nc2cc(S(C)(=O)=O)ccc2Cl)cc1S(=O)(=O)N1CCCCC1 | -4.3 | / | -2.7% | 826 | 8.6% | / | / | -4.4% | / | 6.5%
Clc1ccc(Oc2cccc(/C=N/n3cnnc3)c2)cc1 | -27.8 | -16.1% | 2.5% | 782 | 12.3% | 4.4% | -0.2% | -8.8% | -7.6% | -5.1%
